rCAG RNA binder: binds r(CAG) RNA repeats; r(CAG) RNA repeat, TO-PRO-1 dye displacement fluorescence; inhibition, % at 3 µM; hit rate 1.3% among 370,000;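 active means inhibition above the plate cutoff, the mean of all test compounds on that plate plus 3 SD, cut at about 35% in these data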;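 further: 0% = DMSO alone and 100% = 100 µM mitoxantrone as full dye displacement; higher means more dye released from RNA so lower well fluorescence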
PG9 Ab binder: binds the HIV-1 gp120 antibody PG9; hit rate 0.43% among 360,000; TR-FRET gp120-PG9 antibody binding; inhibition, % at 6.7 µM; AID 624416; in the data active means inhibition above about 8.5%
HTRA1 inhibitor: inhibitors of human serine peptidase HTRA1; recombinant HTRA1, FP-rhodamine activity-based probe, fluorescence polarization; inhibition, % at 5.96 µM; hit rate 0.5% among 340,000; Q92743; in the data active means inhibition above about 36%;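 further: 0% = enzyme with DMSO and 100% = wells lacking enzyme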
NR1D1 modulator: modulators of human Rev-erb alpha DNA binding; P20393; Rev-erbα–FITC-DNA binding, fluorescence polarization, 90 min; activity, % at 10 µM; hit rate 0.79% among 370,000;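 active means activity above about 14%, limit read from the data; passing the limit was not always enough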;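 further: 0% = DMSO wells with 35 nM protein and 100% = DMSO wells with 750 nM protein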
ASAP1 inh: blocks human ASAP1-stimulated Arf1 GTP hydrolysis | GDP FP detection | inhibition, % at 16.5 µM | Q9ULH1 | AID 624377 | hit rate 0.19% among 360,000; in the data active means inhibition above about 25%;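 further: 0% = vehicle with enzyme and substrate and 100% = no enzyme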
SMARCA2 activ: activators of SMARCA2 function; MG213 cells, MMTV-luciferase reporter, dexamethasone, overnight; activation, % at 9.1 µM; hit rate 1% among 370,000; in the data active means activation above about 7.8%;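 further: 0% = vehicle wells and 100% = reference activator wells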
NPR1 activator: GC-A (human) enzyme activation; P16066; AID 1671463; HEK293 GC-A cells, cGMP TR-FRET, EC30 ANP; 0% at EC30 ANP, 100% saturating ANP; hit rate 0.14% among 370,000; activation, % at 10 µM; in the data active means activation above about 40%
Target sequence (P16066 whole entry, looked up): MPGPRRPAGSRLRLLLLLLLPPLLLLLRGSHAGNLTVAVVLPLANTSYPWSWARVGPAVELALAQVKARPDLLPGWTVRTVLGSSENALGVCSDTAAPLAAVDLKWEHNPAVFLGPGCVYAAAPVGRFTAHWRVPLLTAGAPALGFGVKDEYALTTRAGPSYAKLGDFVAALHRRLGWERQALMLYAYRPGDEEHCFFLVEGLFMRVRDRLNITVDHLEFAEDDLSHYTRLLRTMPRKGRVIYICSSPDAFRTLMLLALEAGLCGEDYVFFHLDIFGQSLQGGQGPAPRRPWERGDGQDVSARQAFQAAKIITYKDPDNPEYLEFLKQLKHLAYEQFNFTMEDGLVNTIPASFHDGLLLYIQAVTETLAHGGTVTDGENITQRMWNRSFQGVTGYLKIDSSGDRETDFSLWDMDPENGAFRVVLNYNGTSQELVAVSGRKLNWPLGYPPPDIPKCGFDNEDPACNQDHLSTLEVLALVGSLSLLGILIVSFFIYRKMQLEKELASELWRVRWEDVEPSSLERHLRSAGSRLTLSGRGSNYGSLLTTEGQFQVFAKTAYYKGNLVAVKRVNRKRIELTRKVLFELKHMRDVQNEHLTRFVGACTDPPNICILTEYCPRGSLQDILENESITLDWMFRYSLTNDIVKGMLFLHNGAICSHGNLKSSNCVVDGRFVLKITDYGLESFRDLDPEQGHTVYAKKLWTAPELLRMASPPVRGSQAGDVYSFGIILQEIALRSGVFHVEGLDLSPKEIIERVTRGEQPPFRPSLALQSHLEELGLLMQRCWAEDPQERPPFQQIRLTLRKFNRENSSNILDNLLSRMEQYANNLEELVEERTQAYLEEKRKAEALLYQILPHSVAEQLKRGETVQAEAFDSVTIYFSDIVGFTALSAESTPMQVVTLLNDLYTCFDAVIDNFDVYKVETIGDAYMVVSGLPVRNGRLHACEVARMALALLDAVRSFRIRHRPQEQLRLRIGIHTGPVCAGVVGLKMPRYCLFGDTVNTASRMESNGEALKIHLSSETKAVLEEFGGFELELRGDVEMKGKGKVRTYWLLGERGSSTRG
ABHD4 inh: inhibitors of mouse ABHD4. Q8VD66. purified mABHD4, FP-Rh probe fluorescence polarization. inhibition, % at 8.92 µM. hit rate 0.54% among 370,000. AID 720543;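 active means inhibition exceeding the mean over every tested compound plus 3 SD, cut at about 30% in these data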;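 further: 0% = plate median of compound wells and 100% = S159A mutant with DMSO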
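Assay system: Wild-type mouse ABHD4 protein | Medium: HEPES pH 7.0 buffer, 150 mM NaCl, 0.01% Pluronic F-127 | Incubation: Enzyme–compound pre-incubation 45 min, then probe 60 min, both 25 °C | Technique: Fluorescence polarization with parallel and perpendicular emission, 525/598 nm | Evaluation: % inhibition of FP-Rh probe binding versus controls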
NPR2 activator: GC-B (human) receptor activation. activation, % at 10 µM. hit rate 0.11% among 370,000. HEK293-GC-B cells, CNP EC30, cGMP TR-FRET; 0% at EC30 CNP, 100% saturating CNP;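 active means activation at 10 µM reaching about 35% in either raw or pattern-adjusted values, limit read from the data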
ARFGAP1 inh: inhibitors of rat ARFGAP1; Q62848; Arfgap1-stimulated ARF1 GTP hydrolysis, GDP FP detection; inhibition, % at 16.5 µM; hit rate 0.26% among 360,000;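 active means inhibition above a per-plate limit, mean inhibition of low control wells plus 3 SD, cut at about 25% in these data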;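 further: 0% = DMSO wells with enzyme and 100% = wells lacking Arfgap1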
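Material: rat Arfgap1 catalytic domain, aa 1-136; also added: human ARF1(Δ1-17)-GTP substrate; compound dosing: one concentration, 16.5 µM, DMSO 1.26%; incubation: GTP hydrolysis reaction 2 h at 25 °C; measured by: Tracer-displacement fluorescence polarization with EDTA stop, 620/688 nm; evaluation: % inhibition from polarization; repeats: one replicate per compound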
An asterisk follows results filed as active.

no.	Compound	SMARCA2 activ	ASAP1 inh	NPR1 activator	HTRA1 inhibitor	PG9 Ab binder	ABHD4 inh	rCAG RNA binder	NPR2 activator	ARFGAP1 inh	NR1D1 modulator
1	COC(=O)CSc1nc(C)cc(Oc2ccccc2)n1	-0.8	0.2	2.7	5.8	-1.6	-7.0	-1.3	-3.7	2.2	4.3
2	Cc1cc(C)c(S(=O)(=O)c2ccccc2C)c(SCC(C)C)n1	-1.6	16.9	0.5	-27.6	2.1	-16.9	2.0	-4.7	-3.5	3.2
3	Cn1c(CC(=O)Nc2ccccc2)cc2ccccc21	2.3	-1.9	2.1	1.6	1.9	-2.5	0.6	0.2	-5.8	-6.2
4	O=C(NC1CCCCC1)c1cc(S(=O)(=O)N2CCCCC2)ccc1N1CCOCC1	-4.3	6.5	2.2	3.5	-1.0	-5.8	-0.9	-3.5	-0.1	-0.8
5	CC(C(=O)OCc1nnc(-c2ccccc2)o1)N1C(=O)C2CCCCC2C1=O (configuration not stated)	-1.6	6.9	-1.0	5.9	-0.6	-2.6	-0.1	1.5	7.6	1.9
6	C[C@H]1O[C@@H](O[C@H]2[C@@H](O)C[C@H](O[C@H]3[C@@H](O)C[C@H](O[C@H]4CC[C@@]5(C)[C@H](CC[C@@H]6[C@@H]5C[C@@H](O)[C@]5(C)[C@@H](C7=CC(=O)OC7)CC[C@]65O)C4)O[C@@H]3C)O[C@@H]2C)C[C@H](O)[C@@H]1O	-11.7	4.3	2.4	-1.0	0.3	4.6	-1.2	3.5	8.7	-1.5
7	O=C(O)CCC(=O)N1CCc2cc(S(=O)(=O)NC3CCCC3)ccc21	-0.1	10.9	1.1	-2.0	-0.6	-1.1	3.7	7.8	5.4	-1.5
8	Cc1ccc(-c2ccc(=O)n(CCC(=O)N3CCN(Cc4ccccc4)CC3)n2)cc1	-2.9	2.9	-5.8	-6.7	0.2	0.7	-7.7	-4.9	3.5	4.6
9	CN1C[C@@H]2C(c3ccccc3)C3(c4ccc(C#N)cc4)CC2(C3)[C@H]1c1ccccc1 (some centres not stated)	-1.1	0.1	-6.2	-4.4	-2.0	4.5	-3.9	-6.5	5.1	-7.6
10	COc1cc(CNCCO)cc(Cl)c1OCc1ccccc1Cl	-4.3	12.2	3.7	-6.5	0.4	8.7	-1.8	-2.9	18.2	0.4
11	COc1ccc(Cl)cc1NC(=O)C(=O)NCc1ccncc1	-0.1	2.2	-1.3	-14.4	-2.1	-1.5	-6.1	2.1	11.7	-3.4
12	COc1ccccc1CN1CC(C(=O)NCC2(O)CCCCC2)CCC1=O (configuration not stated)	-0.9	-3.8	0.5	-2.4	0.5	-0.4	-0.9	10.0	-3.6	-6.3
13	CCCCNc1c(N)n(CCC)c(=O)[nH]c1=O	-1.1	-1.5	-3.5	10.7	0.2	3.6	-1.9	-1.6	-0.4	-0.2
14	COc1cccc(C2=NOC(C(=O)NCc3cccs3)C2)c1 (configuration not stated)	0.1	3.2	-3.2	-4.8	-0.8	0.8	-5.7	-0.9	2.0	-2.2
15	CC(=O)Nc1ccc(N(CC(=O)NC2CCCCC2)C(=O)Cn2nnc(-c3ccccc3)n2)cc1	-0.7	-4.8	1.4	-0.4	-0.5	3.9	-0.5	-0.1	10.4	-0.8
16	C/C(=C\c1ccc(Cl)cc1)C(=O)c1c(C)cc(C)[nH]c1=O	-3.2	-0.1	-1.6	-2.6	-1.5	8.4	-4.2	-1.4	-1.2	9.1
17	COc1cc(-c2nc3c4ccccc4nc(=S)n3[nH]2)cc(OC)c1OC	-2.4	-5.3	5.8	-2.8	2.0	0.2	5.6	-1.0	1.2	-0.2
18	COc1cccc(CN2CCN(CC(=O)NCCc3ccccc3)CC2)c1	6.9	-5.3	0.9	-1.3	-1.3	-8.1	-5.6	-1.2	0.4	2.8
19	CCOc1ccccc1C(=O)NC(C(=O)Nc1cccc(S(N)(=O)=O)c1)C(C)C (configuration not stated)	0.2	3.9	-3.7	1.2	-2.3	1.4	-0.9	-0.7	3.8	-6.7
20	CCCNC(=O)COc1ncnc2sccc12	-5.1	0.9	-2.3	-4.7	0.5	8.2	3.6	1.1	-0.5	-2.2
21	CCc1ccc2oc(=O)cc(CN3CCCCC3C)c2c1 (configuration not stated)	-2.0	4.9	2.3	-12.7	1.2	0.8	-4.2	-1.3	3.4	-4.3
22	COc1ccccc1NC(=O)C(C)OC(=O)CSCC(=O)Nc1cc(C)on1 (configuration not stated)	1.3	-2.0	-4.1	8.3	-0.6	4.4	0.5	-1.2	-3.3	-8.9
23	O=C(O)CCN1CCc2ccccc21	-8.6	0.5	0.8	8.6	-1.9	10.0	13.4	-1.4	15.3	-0.9
24	Cc1ccccc1S(=O)(=O)Oc1ccc2ccc(O)cc2c1	2.1	26.7*	1.6	-20.4	-1.5	-13.6	13.8	4.0	5.8	1.0

An excerpt of these results, in transposed form.
(17) COc1cc(-c2nc3c4ccccc4nc(=S)n3[nH]2)cc(OC)c1OC
(18) COc1cccc(CN2CCN(CC(=O)NCCc3ccccc3)CC2)c1

compound no. | 17 | 18
SMARCA2 activ | -2.4 | 6.9
ASAP1 inh | -5.3 | -5.3
NPR1 activator | 5.8 | 0.9
HTRA1 inhibitor | -2.8 | -1.3
PG9 Ab binder | 2.0 | -1.3
ABHD4 inh | 0.2 | -8.1
rCAG RNA binder | 5.6 | -5.6
NPR2 activator | -1.0 | -1.2
ARFGAP1 inh | 1.2 | 0.4
NR1D1 modulator | -0.2 | 2.8

Additional entries follow.
no.	Compound	SMARCA2 activ	ASAP1 inh	NPR1 activator	HTRA1 inhibitor	PG9 Ab binder	ABHD4 inh	rCAG RNA binder	NPR2 activator	ARFGAP1 inh	NR1D1 modulator
25	COc1cc(-c2cc(N)n(S(=O)(=O)c3ccccc3)n2)cc(OC)c1OC	-2.2	-6.8	-0.9	-1.8	0.1	-9.6	12.3	0.9	-2.5	-3.7
26	O=C(O)CCCNC(=O)CCn1nnc2ccccc2c1=O	-0.7	13.1	3.0	2.7	-1.1	2.1	-0.5	3.6	0.5	-4.6
27	C#CCCC/C(=C\C(=O)N(C)[C@H](C(=O)N(C)[C@H](C(=O)N(C)[C@H](C(=O)N(C)[C@H](C(N)=O)C(C)C)C(C)C)C(C)C)C(C)C)OC	-2.7	-4.3	2.8	4.0	-0.6	-1.3	-1.5	-6.6	-4.1	1.2
28	CN(C(=O)c1ccc(S(=O)(=O)N2CCCC2)cc1)C1CCS(=O)(=O)C1 (configuration not stated)	0.2	-15.7	0.3	-0.6	1.7	0.5	-6.9	5.8	14.5	0.3
29	O=C(CCCC(=O)N(c1cccc(F)c1)C(C(=O)NC1CCCC1)c1ccc(O)cc1)Nc1ccccn1 (configuration not stated)	-0.3	-1.6	0.2	-9.0	-0.8	4.0	-4.3	-0.9	-8.4	2.1
30	CCC(C(=O)NCCC1=CCCCC1)c1ccccc1 (configuration not stated)	4.0	2.1	2.7	-6.6	-2.0	-6.7	-3.7	-5.4	-10.3	1.6
31	O=C(Cn1nnc(-c2ccccc2)n1)N/N=C/c1ccc(-c2ccc(Cl)cc2)o1	-5.0	2.8	-2.1	-6.5	-2.9	-9.4	6.8	-4.2	4.0	-10.1
32	CCCCc1ccc(NC(=S)NCC2CCCO2)cc1 (configuration not stated)	-3.1	-10.1	2.6	0.6	-1.4	-4.5	-2.5	4.8	8.8	3.1
33	COc1ccc(Cn2c(CCC(=O)Nc3ccc(C)cc3)nc3cccnc32)cc1	-2.3	1.0	10.2	-6.5	-1.0	-2.1	-0.4	17.4	1.7	-4.6
34	O=C(CCCSc1nnc(SCCCC(=O)c2ccc(F)cc2)s1)c1ccc(F)cc1	-4.5	3.6	0.3	-19.0	-0.7	-4.4	-1.4	-6.4	0.6	1.0
35	COc1cccc(NC(=O)CN2C(=O)COc3ccc(Cl)cc32)c1	1.5	8.7	-5.0	-18.6	0.8	-6.2	3.1	-8.3	-1.8	0.1
36	COc1cc(C2/C(=C(\O)c3ccc4c(c3)OCCO4)C(=O)C(=O)N2Cc2ccco2)ccc1O (configuration not stated)	-2.3	-0.5	3.6	0.1	0.1	2.3	2.5	-2.5	0.0	7.2
37	CCOc1ccc(C2NC(=O)NC(c3ccccc3)=C2C(C)=O)cc1OC (configuration not stated)	-3.4	-5.8	3.5	2.0	-1.3	5.7	-1.6	0.6	-5.9	-0.2
38	Cn1c(=O)n(Cc2ccccc2F)c(=O)c2c1nc1n2CCN1Cc1ccco1	2.7	-10.8	-4.9	6.5	-0.3	0.5	-3.9	-2.3	20.4	-2.3
39	CC(C)[C@H](NC(=O)c1ccccc1)C(=O)OCC(=O)Nc1ccc(S(=O)(=O)N2CCOCC2)cc1	-3.0	-0.3	-1.8	24.1	1.1	-0.9	2.3	8.2	-3.6	-0.6
40	CCNC(=S)N/N=C(\C)c1ccc2c(c1)OCCO2	-0.9	-4.1	10.8	-4.1	-0.7	-0.8	2.6	3.3	9.4	-2.0
41	Cc1nc(NCCO)c2nnn(Cc3ccccc3F)c2n1	-1.4	-4.1	10.6	1.7	-1.1	-1.8	-0.7	13.8	-5.2	0.1
42	O=S(=O)(NCCN1CCOCC1)c1cc(Cl)c(Cl)cc1Cl	2.3	9.5	0.3	5.5	-2.2	-0.9	-2.1	0.0	5.2	1.5
43	Nc1c(SCCC(=O)O)ccc2c1C(=O)c1ccccc1C2=O	2.3	-7.5	-7.3	-3.6	-13.9	-6.9	36.8*	-7.0	-4.8	-0.7
44	CCOc1ccc(N2C(=O)CC(C(C)c3ccccc3)C2=O)cc1 (configuration not stated)	3.7	-10.8	1.3	-2.3	-1.3	5.5	-5.8	-2.0	-7.2	1.2
45	NC(=O)c1nsc(C(=O)N(CC(=O)NC2CCCC2)c2ccc(F)c(Cl)c2)c1N	0.5	-9.1	-0.5	-7.3	-0.1	0.4	2.1	-3.7	-5.6	5.5
46	COc1ccc(NC(=O)CSc2nnc(Cc3ccc(C)cc3)c(=O)n2N)cc1	3.6	-1.1	2.0	-1.1	-2.0	-11.0	5.5	-0.6	11.0	0.4
47	O=C(Cc1c(C(=O)O)[nH]c2ccccc12)NCCN1CCN(c2cccc(Cl)c2)CC1	0.7	-18.0	6.0	-15.4	-0.9	10.1	31.3	-4.7	3.8	-3.0

Assay outcomes deposited in PubChem by several laboratories.
